Compound activity from PubChem.
POLI inh = inhibitors of human DNA polymerase iota; 390,000 compounds, 1% hits; Q9UNA4; AID 588590; Potency, µM (highest dose often 115 µM), without a hit: at the top dose activity, negative = inhibition, usual class: inhibitors; Pol iota fluorescent replication assay, 10 min; further: potency means the concentration at half of the fitted maximal effect
Target sequence (Q9UNA4 whole entry, looked up): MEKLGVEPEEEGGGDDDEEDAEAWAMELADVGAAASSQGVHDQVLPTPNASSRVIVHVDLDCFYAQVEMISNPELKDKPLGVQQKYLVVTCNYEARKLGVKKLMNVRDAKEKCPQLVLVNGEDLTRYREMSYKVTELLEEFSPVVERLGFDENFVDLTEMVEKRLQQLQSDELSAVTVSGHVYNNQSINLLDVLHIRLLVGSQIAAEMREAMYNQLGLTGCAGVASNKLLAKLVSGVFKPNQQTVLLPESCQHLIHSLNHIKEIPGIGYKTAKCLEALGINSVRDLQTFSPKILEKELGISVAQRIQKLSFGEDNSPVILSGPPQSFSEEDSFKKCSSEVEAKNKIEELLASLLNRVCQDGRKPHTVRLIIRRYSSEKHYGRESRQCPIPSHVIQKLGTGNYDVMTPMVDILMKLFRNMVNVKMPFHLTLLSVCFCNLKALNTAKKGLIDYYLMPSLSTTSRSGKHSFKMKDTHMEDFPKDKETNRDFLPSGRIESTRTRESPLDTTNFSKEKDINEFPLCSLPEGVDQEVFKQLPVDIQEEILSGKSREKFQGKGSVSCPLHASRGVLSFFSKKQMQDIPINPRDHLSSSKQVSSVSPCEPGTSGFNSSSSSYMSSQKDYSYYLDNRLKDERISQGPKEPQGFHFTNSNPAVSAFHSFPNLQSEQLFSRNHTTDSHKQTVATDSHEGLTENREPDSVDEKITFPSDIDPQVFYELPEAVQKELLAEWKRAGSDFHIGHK
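Fluorescent replication assay read twice, at 0 min and 10 min after adding 50 nM (final) substrate. Enzyme (10 nM) and compounds were first incubated 15 min at room temperature; enzyme-free buffer wells were negative controls.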
Pol eta inh = DNA polymerase eta (human) inhibition; Q9Y253; recombinant Pol eta, fluorescent DNA replication assay; Potency, µM (highest dose often 114 µM), for inactives: at the top dose activity change, negative = inhibition, most hits filed as inhibitors; 390,000 compounds, 1.2% hits; AID 588591; further: potency means the concentration at half of the fitted maximal effect; on the % scale 0 is the no-effect control and ±100 the full control effect
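Pol eta (10 nM) was preincubated with compounds for 15 min at room temperature, after which fluorescent replication substrate (50 nM final) was added to start the reaction. Fluorescence was read kinetically at 0 and 10 min.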
Pol beta inh = blocks human DNA polymerase beta activity | P06746 | Pol beta primer extension/strand displacement, fluorescence kinetic | Potency, µM (highest dose often 114 µM), without a hit: at the highest dose activity change, negative = inhibition, actives largely listed as inhibitors | 340,000 compounds, 1.3% hits | AID 485314; further: potency means the concentration at half of the fitted maximal effect; on the % scale 0 is the no-effect control and ±100 the full control effect
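Reaction started by 50 nM substrate onto compound-treated Pol beta (10 nM, 15 min preincubation, room temperature); plates read at 0 min and 10 min. Normalized concentration-effect data fitted by four-parameter Hill equation.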
BLM inh = blocks DNA unwinding by human BLM helicase; P54132; recombinant BLM DNA unwinding, fluorescence dequenching; Potency, µM (titrated, usually from 56.1 µM), without a hit: top-dose activity change, negative = inhibition, hits mostly inhibitors; 350,000 compounds, 0.2% hits;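 further: potency means the concentration at half of the fitted maximal effect; plate controls were vehicle for no effect and no enzyme for full effect; nearly all actives have a fitted effect of over 35% in size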
LDHA inh = LDHA (human) enzyme inhibition | activity change, % (values are at about 110 or 230 µM) | 480,000 compounds, 0.15% hits | P00338 | AID 1347041 | purified LDHA, NADH/diaphorase-resazurin fluorescence; active compounds read low; in the data active means activity change below about -30%; inconclusive means mostly about -25% to -30%;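 further: plate controls were DMSO wells for no effect and wells without enzyme for full effect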
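Remaining NADH was detected by diaphorase (0.133 mg/mL) converting 37 µM resazurin to fluorescent resorufin, read at 0 and 20 minutes. The preceding 5-minute room-temperature reaction used 2 nM LDHA, 0.2 mM sodium pyruvate and 0.06 mM NADH at pH 7.4.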
Pol kappa inh = inhibitors of human DNA polymerase kappa; purified Pol kappa, fluorescent DNA synthesis assay, 10 min; Potency, µM (top dose mostly 107 µM), for inactives: at the top dose activity, negative = inhibition, hits mostly inhibitors; 400,000 compounds, 0.53% hits; further: potency means the concentration at half of the fitted maximal effect; on the % scale 0 is the no-effect control and ±100 the full control effect
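Activity was followed as the change in fluorescence between reads at 0 and 10 min after starting the reaction with 50 nM substrate. Beforehand, 10 nM polymerase had been preincubated with compound for 15 min at room temperature.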
APE1 inh = inhibitors of human APE1 endonuclease. P27695. recombinant APE1, TAMRA/BHQ-2 abasic DNA cleavage fluorescence. Potency, µM (series often up to 65.8 µM), without a hit: top-dose activity change, negative = inhibition, actives largely listed as inhibitors. 350,000 compounds, 0.35% hits. AID 2517;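 further: potency means the concentration at half of the fitted maximal effect; plate controls were vehicle for no effect and reference inhibitor for full effect; nearly all actives have a fitted effect of over 55% in size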
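APE1 at 0.75 nM preincubated 15 min at room temperature with compound. Reaction then started with 50 nM double-stranded THF-abasic substrate labelled with TAMRA/BHQ-2, and 525/598 nm fluorescence read kinetically. Activity taken as third-minus-first read difference, normalized to DMSO and NSC13755 controls.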
Anesthetic bind = binds horse apoferritin like a general anesthetic. Potency, µM (titrated, usually from 77.5 µM), for the others: at the top dose activity change, negative = displacement, most hits filed as inhibitors. 350,000 compounds, 0.074% hits. apoferritin/1-aminoanthracene competitive binding, fluorescence. AID 485281; further: potency means the concentration at half of the fitted maximal effect; on the % scale 0 is the no-effect control and ±100 the full control effect; nearly all actives have a fitted effect of over 20% in size
Target sequence (P02791 2-175 limits assumed): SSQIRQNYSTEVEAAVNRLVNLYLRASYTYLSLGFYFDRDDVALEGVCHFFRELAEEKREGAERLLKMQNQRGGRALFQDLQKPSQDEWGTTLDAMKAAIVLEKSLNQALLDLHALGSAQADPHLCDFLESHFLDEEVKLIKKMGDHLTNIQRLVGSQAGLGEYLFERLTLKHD
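Horse-spleen apoferritin (10 uM) in 50% saturated 1-aminoanthracene in PBS was incubated 10 min at room temperature with compound. Fluorescence (ex 380, em 535 nm) was normalized to free and bound 1-AMA, with concentration-response fitted by a four-parameter Hill equation.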
GRP78 ERSR act = ER stress response induction in glioma | U87-MG GRP78 promoter luciferase reporter, 16 h | Potency, µM, inactives show at the top dose activation, hits mostly activators | 420,000 compounds, 0.02% hits | AID 602332; further: potency means the concentration at half of the fitted maximal effect; series mostly up to about 76 µM; % of control where 0% means no effect; nearly all actives have a fitted effect of over 35% in size
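Stably transfected U87-MG human glioma cells carrying a GRP78-based luminescent sensor were seeded at 1000 cells/well, pin-dosed with compounds and incubated 16 h. Luciferase reagent was then added, and end-point luminescence was read after 10 min at room temperature.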
Numbers without * were called inactive; ? = inconclusive; / = no result given; & = joins results of further samples; [ ] = another dose, or the depositor's remark. Unless noted, the call rests on the fitted dose curve; in most records, active means well fitted curve in the direction sought with a large enough effect; inconclusive means small, poorly fitted or top-dose-only effect, or another doubt; inactive means no such curve, though single readings can be large; an effect the other way counts as inactive or inconclusive. The list is partial (hit frequency here may not be typical).

SMILES | POLI inh | Pol eta inh | Pol beta inh | BLM inh | LDHA inh | Pol kappa inh | APE1 inh | Anesthetic bind | GRP78 ERSR act
COc1ccccc1CNC(=O)Cn1ncc2c3ccccc3n(Cc3ccccc3C)c2c1=O | -15% | 1% | 32% | -3% | -14 | -1% | / | -7% | -4%
COc1cccc(Nc2nnc(SCc3cc([N+](=O)[O-])cc4c3OCOC4)s2)c1 | 7% | -4% | 30% | -3% | 1 | -5% | -6% | -19% | -2%
Cc1oc(-c2ccccc2Cl)nc1CSCC(=O)NC1CCCC1 | 1% | 0% | 6% | -1% | -2 | -2% | 9% | ? | 0%
O=C(NCc1ccc(Cl)cc1)c1cnc(N2CCOCC2)c2ccccc12 | 29% | -16% | 4% | -8% | 1 | -5%[60.1 µM] | / | 1% | -1%
CN1CCN(NC(=O)Nc2ccc(Br)cc2Cl)CC1 | -6% | -10% | -10% | -4% | -2 | -1% | 52%[activator] | -6% | 4%
O=S(=O)(c1c(F)cccc1F)N1CCN(C(=S)NCc2ccc3c(c2)OCO3)CC1 | 26% | -4% | -7% | -8% | 0 | -7% | -1% | -9% | -2%
CCOC(=O)c1ccsc1NC(=O)CCS(=O)(=O)c1ccccc1 | 6% | -10% | 11% | -10% | 0 | -10% | 14% | -6% | -2%
Cc1ccn(CCSCC(=O)O)n1 | -1% | 6% | 22% | 0% | -9 | 2% | 1% | -9% | -3%
C(#CC12CC3CC(CC(C3)C1)C2)CN1CCOCC1 | 11% | 2% | 1% | -3% | 1 | -1% | -8% | -15% | 1%
Cc1cc(N2CCCN(C)CC2)nc2cc(Cl)ccc12 | 4% | -7% | 20% | 2% | 3 | -11% | 13% | -16% | -3%
C=CCNC(=S)NNC(=O)CSc1nc2ccccc2s1 | 158%[activator] | -6% | 1% | -4% | -5 | -2% | 0% | 5% | -1%
CS(=O)(=O)c1ccc(NS(=O)(=O)c2ccc3ccccc3c2)cc1 | 30% | -12% | 12% | -1% | 0 | 7% | -18% | 5% | -5%
O=S(=O)(/N=C(/Nc1ccc(Cl)c(S(=O)(=O)N2CCOCC2)c1)c1ccc(F)cc1)c1ccccc1 | 37% | -22% | ? | -6% | -3 | -5% | -2% | -11% | 6%
CCC(C)c1ccccc1NC(=O)CN1CCN(C/C=C/c2ccccc2)CC1 (stereo unspecified) | -10% | -10% | 0% | 0% | -1 | -14% | -1% | 5% | -1%
Cc1cccc(C(=O)NCC(c2ccco2)S(=O)(=O)c2cccs2)c1 (stereo unspecified) | 17% | -13% | 24% | 0% | -12 | -7%[60.1 µM] | / | 5% | -2%
COC(=O)CSc1cc(C(=O)c2nccn2C)c2ccccc2n1 | 12% | 11% | 1% | -2% | 5 | -12% | -2% | -20% | -4%
CCC(=O)N1CCc2cc(CNC(=O)Nc3cc(Cl)ccc3C(=O)OC)ccc21 | -28% | -12% | 1% | -2% | 3 | -9%[60.1 µM] | / | 4% | 0%
COCCn1c(SCC#N)nnc1-c1ccccc1 | 14% | -7% | 18% | -4% | -1 | -2% | 2% | 3% | -2%
CCOC(=O)c1c(NC(=O)COC(=O)c2nc(Cl)ccc2Cl)sc2c1CCC2 | -6% | -14% | -3% | -7% | -2 | -13% | 8% | -10% | -3%
Cc1ccc2nc3nc(NCC4CCCO4)c(C(=O)NC4CCCC4)cc3c(=O)n2c1 (stereo unspecified) | 8% | -11% | -6% | 3% | 2 | 2% | 20% | 191%[activator] | -3%
CCN(CC)Cc1c(O)c(Cl)cc2c3c(c(=O)oc12)CCCC3 | -9% | -9% | 9% | 0% | 18 | -15% | 5% | / | -1%
CCOC(=O)Cc1csc(NC(=O)c2cc(C)c(C)s2)n1 | 5% | -20% | / | / | -1 | -4% | 3% | / | 1%
CC1CCCCC1NC(=O)CCCn1c(=S)[nH]c2ccsc2c1=O (stereo unspecified) | -4% | 8% | 1% | 2% | 1 | -22% | 31% | 5% | 1%
NS(=O)(=O)c1ccc(-c2c(-c3ccccc3)sc3ccccc23)cc1 | ? | -28% | / | / | 1 | -5% | 16% | / | -5%
Cc1cc(C)cc(NC(=O)COC(=O)Cc2ccccc2F)c1 | -13% | 0% | / | / | 3 | 1% | 11% | / | -4%
O=C(O)c1ccc(NS(=O)(=O)c2ccc(Cl)c(Cl)c2)cc1O | -3% | 2% | 1% | 0% | -3 | -12% | 1% | -5% | -1%
COc1ccc(Nc2ncc(C(=O)Nc3cc(Cl)c(OC)cc3OC)c3ccccc23)cc1 | -2% | -8% | 35% | -10% | -4 | -9% | / | 417%[activator] | 0%
CN1CCC(=NNC(=O)CSc2ccc(Cl)cc2)CC1 | 3% | -2% | 46% | -1% | -7 | -4% | 14% | ? | 20%
Cc1[nH][nH]c(=O)c1C(c1ccc(Br)cc1)c1c(C)[nH][nH]c1=O | ? | -5% | -24% | -4% | 5 | -4% | 30% | 4% | -3%
CCOC(=O)[C@@H]1CCN(Cc2ccccc2)C[C@H]1c1ccccc1 | 111%[activator] | -13% | 6% | -6% | -2 | 6% | 13% | -7% | -5%
C=CCn1c(C)c(C(C)=O)c(N2CCN(C(c3ccccc3)c3ccccc3)CC2)nc1=S | 87%[activator] | -23% | 23% | -4% | -5 | 3% | -4% | -21% | 0%
CC(=O)Nc1cccc(NC(=O)c2ccccc2OCc2ccccc2)c1 | 39%[activator] | -22% | 21% | -4% | -7 | 0% | 20% | -6% | -1%
Cc1ccc(-c2cc(C(=O)N(C)CC(=O)Nc3ccccc3Br)c3ccccc3n2)o1 | 56%[activator] | -20% | / | / | -3 | -24% | 2% | / | -3%
CCOC(=O)c1sc(NC(=O)CSc2nncs2)c(C(=O)OCC)c1C | ? | ? | -26% | -1% | -3 | -15% | -3% | ? | -3%
c1ccc(C2Nc3ccccc3-c3nc4ccccc4n32)cc1 (stereo unspecified) | 2% | -8% | 13% | -8% | -2 | -15% | -3% | 111%[activator] | -5%
CCOc1cc(-c2nc(-c3ccccc3OC)no2)cc(OCC)c1OCC | 3% | -28% | 14% | -3% | 1 | -8% | 0% | -12% | 1%
COc1ccc(S(=O)(=O)N2CCOCC2)cc1Br | 45%[activator] | -18% | 2% | 0% | -5 | -9% | 3% | -14% | -1%
C[C@H](CO)N1C[C@H](C)[C@@H](CN(C)Cc2ccc(Cl)c(Cl)c2)Oc2c(NC(=O)C3CC3)cccc2C1=O | 7% | -27% | / | / | 1 | -6% | 5% | / | -6%
CCOc1ccc(OCCCC(=O)Nc2cc(Cl)ccc2-n2cncn2)cc1 | -3% | -10% | / | / | -14 | -9% | 18% | / | 7%
O=C(CSc1nnc(NC(=O)c2ccc(F)cc2F)s1)NC1CCCC1 | 32%[activator] | -12% | 20% | 3% | -4 | 3% | 2% | -2% | -3%

Just Pol eta inh (3 entries from above):
structure | Pol eta inh
COc1ccc(S(=O)(=O)N2CCOCC2)cc1Br | -18%
C[C@H](CO)N1C[C@H](C)[C@@H](CN(C)Cc2ccc(Cl)c(Cl)c2)Oc2c(NC(=O)C3CC3)cccc2C1=O | -27%
CCOc1ccc(OCCCC(=O)Nc2cc(Cl)ccc2-n2cncn2)cc1 | -10%

New compounds follow.
SMILES | POLI inh | Pol eta inh | Pol beta inh | BLM inh | LDHA inh | Pol kappa inh | APE1 inh | Anesthetic bind | GRP78 ERSR act
O=C(COc1cccc(F)c1)Nc1nc(-c2ccncc2)cs1 | ? | -17% | / | / | 3 | -11% | -14% | / | -5%
CCN(CC)CCNC(=O)c1nn(-c2ccc(C)cc2)c(=O)c2c1c1ccccc1n2C | -4% | 7% | -9% | 6% | 1 | -9% | -1% | -2% | -1%
Cn1c(=O)oc2cc(S(=O)(=O)N3CCC(C(=O)N4CCN(c5ccc(Cl)cc5)CC4)CC3)ccc21 | -1% | -7% | -20% | -2% | 0 | -20% | / | -11% | -2%
Cc1c(Cl)cccc1NC(=O)c1cccc(NC(=O)N2CCSc3ncccc32)c1 | 30% | -16% | -3% | -3% | -9 | -20% | / | 5% | -2%
CCc1ccccc1NC(=O)c1cc(S(=O)(=O)NC2CCCC2)ccc1F | -5% | -22% | -27% | -2% | -1 | 4%[60.1 µM] | / | -11% | 2%
CC(C)=CCN1CCN(Cc2cn(C(C)C)c3ccccc23)CC1CCO (stereo unspecified) | 22% | -20% | -3% | -2% | 0 | -3% | 26% | -12% | -3%
Cc1ccc(N(CC(=O)NCCSCc2ccco2)S(C)(=O)=O)cc1 | 18% | 7% | 8% | 0% | 4 | 0% | 1% | -20% | -4%
COc1cccc(-c2c(C(=O)N/N=C(\C)c3ccco3)nnn2-c2nonc2N)c1 | 10% | -12% | 2% | -3% | 2 | 10% | 26% | 0% | -4%
CN(C)CCCN1c2ccccc2CCc2ccc(Cl)cc21 | -8% | -23% | 1% | 20% | -6 | -4%[60.1 µM] | ? | -7% | -4%&-3%&-5%&-3%&-4%&-5%
O=C(O)CSc1nnc(-c2cccc(S(=O)(=O)N3CCOCC3)c2)n1-c1ccc(F)cc1 | 29% | -18% | / | / | -6 | -12% | -1% | / | 4%
O=C(NCc1ccco1)C(=O)NCC1OCCCN1S(=O)(=O)c1ccc(F)cc1 (stereo unspecified) | -6% | -16% | 32% | -4% | -11 | -1%[60.1 µM] | 12% | -4% | -2%
Cc1ccc(S(=O)(=O)N2CCc3cc(C(=O)Nc4ccc(C)c(C)c4)ccc32)cc1 | 22% | -21% | -2% | -7% | -4 | -2% | / | -3% | -2%
Cc1cc(O)cc2c1O[C@](C)(CCC[C@H](C)CCC[C@H](C)CCCC(C)C)CC2 | / | / | / | -5%&-5% | / | -15%&-22%[60.1 µM] | -7%&3% | -17% | 5%&-3%
